# Assay outcomes from PubChem BioAssay.
# p97 ATPase inh: blocks human p97 ATPase activity | P55072 | recombinant p97 ATPase, Kinase-Glo ATP luminescence, 3 h | inhibition, % at 8 µM | 0.42% of 220,000 active | AID 1481; in the data active = inhibition above about 15%;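 also: 0% = DMSO vehicle and 100% = wells lacking enzyme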
# NPY2 pot ag: human NPY-Y2 potentiation or agonism, primary screen; P49146; 0.45% of 220,000 active; AID 1359; activation, % at 3.6 µM; cells expressing NPY-Y2, potentiator/agonist read-out; in the data active = activation above about 27%;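 also: cells stimulated with NPY near EC25 plus isoproterenol at EC100; 0% = vehicle plus submaximal agonist and 100% = vehicle plus saturating agonist; some results beyond the cut were filed as inactive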
# Target sequence (P49146 whole entry, looked up): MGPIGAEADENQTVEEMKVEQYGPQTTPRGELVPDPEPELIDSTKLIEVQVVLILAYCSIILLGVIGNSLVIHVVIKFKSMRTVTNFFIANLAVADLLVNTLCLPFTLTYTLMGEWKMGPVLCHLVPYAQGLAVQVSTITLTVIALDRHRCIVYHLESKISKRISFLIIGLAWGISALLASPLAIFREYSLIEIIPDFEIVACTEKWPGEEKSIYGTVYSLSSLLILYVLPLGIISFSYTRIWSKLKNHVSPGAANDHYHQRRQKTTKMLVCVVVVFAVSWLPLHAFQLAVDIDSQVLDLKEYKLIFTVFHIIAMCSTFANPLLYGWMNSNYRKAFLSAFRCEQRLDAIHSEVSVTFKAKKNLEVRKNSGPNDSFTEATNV
# RBBP9 inh: blocks human serine hydrolase RBBP9; O75884; recombinant RBBP9, FP-Rh probe fluorescence polarization; inhibition, % at 7.94 µM; 0.2% of 220,000 active;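 active = inhibition above the campaign mean of all tested compounds plus 3 SD, cut at about 14% in these data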;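 also: plate controls were DMSO wells with RBBP9 for no effect and wells lacking RBBP9 protein for full effect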
# Target sequence (O75884 whole entry, looked up): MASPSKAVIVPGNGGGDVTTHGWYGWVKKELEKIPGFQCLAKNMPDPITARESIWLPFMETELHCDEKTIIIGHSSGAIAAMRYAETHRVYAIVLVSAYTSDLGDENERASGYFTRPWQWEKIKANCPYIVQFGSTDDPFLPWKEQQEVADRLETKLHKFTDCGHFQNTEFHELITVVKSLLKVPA
#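 Test system – recombinant human RBBP9 · Input – RBBP9 2.5 µM in dispensing solution, pre-mixing · Medium – Tris buffer pH 8.0, NaCl, Pluronic · Schedule – preincubation 30 min plus labeling 45 min at 25 °C · Measured by – fluorescence polarization · Measure – % inhibition · Controls – DMSO and no-protein wells · Replicates – one well per compound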
# NPY1 pot ag: human NPY-Y1 potentiation or agonism, primary screen; P25929; NPY-Y1 expressing cells, potentiator/agonist activation; activation, % at 3.6 µM; 0.37% of 220,000 active; in the data active = activation above about 33%, passing the limit was not always enough;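 also: cells stimulated with NPY at EC10 then isoproterenol at EC100; 0% = low agonist plus stimulus and 100% = saturating agonist plus stimulus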
# Hck Nef HTS: blocks Nef-activated human Hck kinase; Recombinant Hck-YEEI plus Nef, Z-Lyte FRET kinase assay; inhibition, % at 20 µM; 0.68% of 220,000 active;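 active = Hck-Nef kinase inhibition above about 50%, limit read from the data; inactive = inhibition below that limit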;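 also: 0% = DMSO with Hck plus Nef and 100% = Hck alone without Nef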
# Mdm2 ligase inh: blocks human Mdm2 ubiquitin ligase activity; Q00987; cell-based MDM2 ubiquitination luciferase reporter, 2 h; 0 = plate control, 100 = twice control, blank-subtracted; signal enhancement, % at 5 µM; 0.11% of 210,000 active; AID 1230;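 active = signal enhancement of 30% or more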;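 also: luminescence tracks abundance of the self-degrading MDM2-luciferase fusion protein; higher signal means inhibition of MDM2 E3 ligase activity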
# Target sequence (Q00987 whole entry, looked up, the tested form may be a part): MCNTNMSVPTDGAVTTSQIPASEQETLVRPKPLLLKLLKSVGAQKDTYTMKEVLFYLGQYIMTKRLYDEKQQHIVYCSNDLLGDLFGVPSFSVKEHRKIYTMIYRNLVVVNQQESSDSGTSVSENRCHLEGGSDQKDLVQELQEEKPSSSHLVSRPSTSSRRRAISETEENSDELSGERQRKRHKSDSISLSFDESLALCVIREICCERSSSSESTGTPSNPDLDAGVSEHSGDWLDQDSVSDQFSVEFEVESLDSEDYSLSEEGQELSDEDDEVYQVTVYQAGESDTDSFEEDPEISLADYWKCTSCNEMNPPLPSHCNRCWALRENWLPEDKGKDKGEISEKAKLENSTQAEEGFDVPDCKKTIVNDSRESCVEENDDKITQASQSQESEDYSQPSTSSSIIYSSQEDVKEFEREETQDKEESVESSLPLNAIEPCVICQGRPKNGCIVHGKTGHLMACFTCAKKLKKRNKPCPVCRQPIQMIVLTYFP
#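 System: stable MDM2–luciferase fusion reporter cells / Input: 2000 cells seeded into each well / Schedule: 4 h settle plus 2 h compound, 37 °C / Compound: single-point 5 µM / Buffer or medium: cells held in DMEM / Benchmarks: control and blank well means / Evaluation: percent signal gain over controls, blank-subtracted / Measured by: luciferase luminescence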
# Runt-CBFb FRET: Runt domain-CBFb interaction inhibition | Cerulean-Runt/Venus-CBFb FRET ratio 530/480, 1 h | Q01196+Q13951 | inhibition, % at 20 µM | 0.46% of 220,000 active;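 active = inhibition over about 50% at 20 µM in the single-dose screen, limit read from the data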;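 also: 0% = DMSO wells and 100% = excess unlabeled CBFb competitor control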
#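 Assay system: Cerulean-tagged RUNX1 Runt domain (FRET donor) fusion protein / Amount: 100 nM each of Venus-CBFb and Cerulean-Runt domain / Medium: Tris buffer pH 7.5 with salts and BSA / Also added: Venus-CBFb 100 nM / Schedule: 1 h complex formation plus 1 h compound treatment, room temperature / Signal: FRET fluorescence / Read-out: loss of energy transfer signal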
# Runt-SMMHC FRET: blocks binding of human RUNX1 Runt domain to CBFb-SMMHC | 0.74% of 220,000 active | inhibition, % at 20 µM | Cerulean-Runt/Venus-CBFb-SMMHC FRET ratio 530/480, 1 h | AID 1434;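 active = mean inhibition across duplicate retests at 20 µM reaching about 50%, limit read from the data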;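 also: 0% = DMSO wells and 100% = wells with excess untagged CBFb-SMMHC; inhibitors lower the FRET ratio by blocking Runt binding to CBFb-SMMHC; some results filed as inactive read as strong as hits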
# NPY Y1 blocker: blocks the human neuropeptide Y Y1 receptor; AID 1040; inhibition, % at 3.6 µM; 1% of 200,000 active; HEK293-CNG Y1 cells, membrane potential fluorescence; NPY at EC95, then isoproterenol;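 active = inhibition above the campaign mean inhibition of all tested compounds plus 3 SD, cut at about 20% in these data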;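 also: 0% = DMSO wells given NPY plus isoproterenol and 100% = isoproterenol alone without NPY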
#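 Test system – HEK293 Y1/CNG channel cell line · Also added – NPY agonist 25 nM, then isoproterenol 1 µM plus Ro 20-1724 25 µM · Compound dosing – one concentration, 3.6 µM, in 0.4% DMSO · Schedule – compound incubation 1 h at room temperature, readout 45 min post-stimulation · Technique – fluorescence, membrane potential probe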
# Active calls of the source: *; · = not tested or not shown.
SMILES,p97 ATPase inh,NPY2 pot ag,RBBP9 inh,NPY1 pot ag,Hck Nef HTS,Mdm2 ligase inh,Runt-CBFb FRET,Runt-SMMHC FRET,NPY Y1 blocker
CCC1ON(c2ccccc2)C2c3nc4ccccc4n3CC12 (configuration not stated),·,·,·,·,31,8,2,3,·
CCc1ccc(C(=O)NC(CC(C)C)C(=O)O)cc1 (configuration not stated),0,-11,-1,-7,1,-10,3,-4,8
NC(=O)CSc1ncnc2c1nnn2Cc1ccc(F)cc1,-4,-9,-9,8,-49,6,0,-1,0
CCN(CC)c1ccc(C(=O)NNC(=O)CCl)cc1,4,-12,9,13,24,14,-1,-3,1
Cc1ccc(-c2nnc(SCC(=O)N/N=C/c3ccccc3C(=O)O)n2-c2ccccc2)cc1,-3,-7,-11,-2,9,-16,-1,-1,-2
COc1ccc(-c2ccc(/C=N/N3C(=O)C4C5C=CC(C6CC56)C4C3=O)o2)c([N+](=O)[O-])c1 (configuration not stated),-1,4,-4,-28,4,-9,5,9,10
COc1cc(C(=O)Nc2ccc(S(=O)(=O)N3CCOCC3)cc2)c([N+](=O)[O-])cc1OC,1,-5,-2,9,-17,-18,2,1,-3
CCCCn1c(SCC(=O)c2cc(OC)ccc2OC)nc2cc(S(N)(=O)=O)ccc21,-1,-18,-3,-14,-8,-4,-7,-4,-1
CCC(c1nnnn1CCOC)N(Cc1ccc(C)cc1)Cc1cc2cc(OC)ccc2[nH]c1=O (configuration not stated),3,16,-10,6,2,-23,8,-13,16
CCOc1ccc(-n2c(C)nc3c(cnn3-c3ccc(Cl)cc3)c2=O)cc1,3,-9,0,-2,3,-17,-2,0,1
Cc1cc(C)c(N(C(=O)c2csnn2)C(C(=O)NC(C)(C)C)c2ccncc2)c(C)c1 (configuration not stated),0,-5,0,1,-7,·,0,-3,-4
COc1ccc(NC(=O)C2CCN(S(=O)(=O)c3ccc(OC)c(OC)c3)CC2)cc1,1,2,8,12,-3,-7,2,1,-3
COc1ccccc1CNC(=O)C1CCCN(S(=O)(=O)c2cnc[nH]2)C1 (configuration not stated),-2,-2,-3,-16,16,-9,2,0,4
O=[N+]([O-])c1ccc(O)c(C=Nc2ccc3oc(Cc4ccc(Cl)cc4)nc3c2)c1,5,-1,-6,2,25,-17,10,-1,-2
CCOc1cc2[nH]c(=O)n(CCCCCC(=O)NCc3ccco3)c(=O)c2cc1OCC,3,-6,3,0,-1,10,0,1,-5
CCN(CC)c1ccc(NC(=O)CCS(=O)(=O)c2cccc3nsnc23)c(C)c1,0,4,1,9,24,7,9,4,5
COc1ccc(NC(C)=O)cc1NC(=O)CN1CCN(C2c3ccccc3-c3ccccc32)CC1,1,-25,-1,0,0,-21,-2,-4,0
CCOC(=O)c1sc(=S)n(C)c1N,8,5,-13,14,0,-18,-1,-6,2
CC(=O)c1nnn(-c2cccc(C#N)c2)c1C,9,21,-2,12,11,-1,3,-7,·
Cn1nc(C(F)(F)F)c(C#N)c1N1CCN(c2ccc(F)cc2)CC1,0,3,-6,10,8,-16,1,-3,-1
O=C(COC(=O)c1ccccn1)Nc1nc(-c2cccc([N+](=O)[O-])c2)cs1,-4,-6,-3,-2,14,-8,2,2,·
CC1(C(=O)Nc2ccccc2)Cc2ccccc2C(=O)O1 (configuration not stated),2,-3,-5,2,19,4,2,2,-3
CCCn1c(SCC(=O)Nc2ccc(S(=O)(=O)N(C)C)cc2)n[nH]c1=O,6,18,3,-5,4,-1,2,1,4
COc1cccc(N2CCN(CC(=O)c3c[nH]c4ccc(OC)cc34)CC2C)c1 (configuration not stated),3,18,-6,-11,-4,-5,0,-1,8
Cc1ccc(Cn2cccc(NC(=O)c3ccco3)c2=O)cc1,-3,-18,-3,-11,-1,-12,0,3,15
COc1ccc(C2(CN(C(C)=O)C(C)=O)CCCC2)cc1OC,4,8,-8,7,-1,4,-1,0,-2
CC(C)OC(=O)CSc1nc2c(c(C3CC=CCC3)c1C#N)CCC2 (configuration not stated),-2,-12,5,-58,0,-22,-1,-5,12
COc1ccc(-c2cc3ccccc3[nH]2)cc1,11,18,17*,24,-1,-4,0,-2,·
Cc1cc(C)c2c(c1)/C(=N/NC(=O)c1ccc(O)cc1)CCC2,-4,-5,-11,-12,21,-11,2,0,2
CC(CCc1ccc(O)cc1)N(C)CCc1ccccc1 (configuration not stated),-8,-13,-8,-14,-3,-19,0,-7,1
Cc1ccc(CN2CCSc3ccc(C(=O)NC4CCN(Cc5ccccc5)CC4)cc32)cc1,0,1,-4,-3,3,-18,·,6,1
COc1cc(/C=N/NC(=S)Nc2cccnc2)cc(OC)c1OC,1,-9,-1,-7,18,0,5,-5,1
COc1ccc(-c2nc(CSCC(=O)NCC3CCCO3)c(C)o2)cc1OC (configuration not stated),-4,-4,-4,-8,0,-13,2,-2,3
O=C(NC(=S)NCCO)c1cn(-c2ccccc2)nc1-c1ccccc1,0,-14,-7,-10,4,-25,-1,-2,6
Cc1ccc(-c2nnc(-n3ncc(C#N)c3N)c3ccccc23)cc1C,6,6,-5,13,3,-17,0,-4,3
O=C(NC(=S)N1CCN(c2ccc([N+](=O)[O-])cc2)CC1)c1ccccc1,-5,-15,-10,4,-2,6,-1,-8,-1
O=C(c1cc(-c2cccc(O)c2)on1)N1CCc2ccccc2C1,0,-16,-5,-1,-4,-7,1,3,2
NNC(=O)CN1C(c2ccc(Br)cc2)=Nc2ccc(Br)cc2C1c1ccccc1 (configuration not stated),0,-3,-14,-6,-2,-5,2,1,6
CCOC(=O)c1cnc2c(-c3ccc(Cl)cc3)c(C)nn2c1N,-1,7,7,-7,21,·,-3,2,4
C/C(CCC1CC(C)(C)OC1=O)=N\NC(N)=S (configuration not stated),-2,4,4,14,10,-18,-3,-1,·

# Part of the list above, set out differently:
# Every second line gives: p97 ATPase inh | NPY2 pot ag | RBBP9 inh | NPY1 pot ag | Hck Nef HTS | Mdm2 ligase inh | Runt-CBFb FRET | Runt-SMMHC FRET | NPY Y1 blocker
> CCCn1c(SCC(=O)Nc2ccc(S(=O)(=O)N(C)C)cc2)n[nH]c1=O
    6 | 18 | 3 | -5 | 4 | -1 | 2 | 1 | 4
> COc1cccc(N2CCN(CC(=O)c3c[nH]c4ccc(OC)cc34)CC2C)c1 (configuration not stated)
    3 | 18 | -6 | -11 | -4 | -5 | 0 | -1 | 8
> Cc1ccc(Cn2cccc(NC(=O)c3ccco3)c2=O)cc1
    -3 | -18 | -3 | -11 | -1 | -12 | 0 | 3 | 15
> COc1ccc(C2(CN(C(C)=O)C(C)=O)CCCC2)cc1OC
    4 | 8 | -8 | 7 | -1 | 4 | -1 | 0 | -2

# Later entries
SMILES,p97 ATPase inh,NPY2 pot ag,RBBP9 inh,NPY1 pot ag,Hck Nef HTS,Mdm2 ligase inh,Runt-CBFb FRET,Runt-SMMHC FRET,NPY Y1 blocker
O=C1C(Cl)=C(N2CCC(C(=O)O)CC2)C(=O)c2ccccc21,7,-18,-6,-9,2,0,20,31,·
CC(Oc1ccccc1)c1ccnc(N)n1 (configuration not stated),-3,3,-12,-3,-9,-5,0,0,6
Cc1cc(C)n(CCC(=O)N/N=C/c2ccc(Br)c([N+](=O)[O-])c2)n1,-5,-4,4,19,20,-2,-1,-2,·
COc1cc(CN2CCN(Cc3ccc(SC)cc3)CC2)cc(OC)c1O,5,0,-7,15,16,17,3,4,4
CSc1nc(-c2ccccc2)nc(C(Cl)Cl)n1,3,10,-3,6,4,-11,-1,1,6
COc1ccc(/C=C/C(=O)Nc2ccc3nc4n(c(=O)c3c2)CCCC4)cc1,3,-9,-1,-13,-8,-1,-1,8,-5
N#CCCn1cc(/C=C(\C#N)c2nc3ccccc3s2)c(-c2ccc(F)cc2)n1,9,6,-3,8,-1,-13,-12,-13,-1
COc1ccc(Cl)cc1C(=O)NNC(=O)c1cccnc1,3,-4,4,16,0,-4,1,6,0
Cc1nc2cc(-c3ccsc3-n3c(C)ccc3C)[nH]n2c(=O)c1Cl,30*,-5,6,23,1,-11,22,7,3
CCNC(=O)CC1C(=O)N(c2ccc(OC)cc2)C(=S)N1CCc1ccncc1 (configuration not stated),2,0,2,0,6,-10,-44,-4,-5
COc1ccc(CNC(=O)c2ccc(Cn3nc(C)c([N+](=O)[O-])c3C)o2)cc1,3,-2,-6,-5,22,26,·,·,3
CC1=CC(C)(C)N2C(=O)C3(C(C#N)=C(N)OC4=C3C(=O)CC(C)(C)C4)c3c(C)c(C)cc1c32 (configuration not stated),-3,-8,-10,-4,0,-18,0,-1,4
COc1ccc2[nH]c(=O)c(CN(C(C)=O)C3CCCCC3)cc2c1,3,-18,7,5,6,2,0,0,4
Cc1ccc(CN2CCN(C3CCOCC3)CC2CCO)cc1 (configuration not stated),0,3,9,9,-3,-20,2,-1,3
O=C(c1ccc([N+](=O)[O-])cc1)N1CCOC12CCN(c1ncc(C(F)(F)F)cc1Cl)CC2,1,18,4,3,1,19,0,4,3
COc1ccc(/C=N/N2CCOCC2)cc1OCc1ccccc1,3,-10,-2,-5,-12,-5,0,-4,-1
COCc1cc(C)nc(OCC(=O)N/N=C/c2ccc(C)o2)c1C#N,-4,1,-9,-4,20,-11,2,2,6
COc1ccc(Nc2nc(-c3ccccc3)cs2)cc1,-8,10,-12,-4,-16,-3,1,-2,-2
CC(C)(C)c1ccc(C(=O)NC(=S)NNC(=O)c2cccs2)cc1,-1,0,-5,-25,5,-19,23,14,0
CC(=O)c1cccc(NC(=O)c2onc(C)c2Cl)c1,-1,13,-4,10,1,-8,1,-2,-7
O=C(CN1CCCc2ccccc21)NCc1ccccc1Cl,-3,1,-2,18,4,-3,0,1,-4
CC(=O)NCC1COc2ccccc2O1 (configuration not stated),0,-1,7,2,20,·,0,-3,·
O=C(Nc1ccc(C(F)(F)F)cc1)C1CCCN1S(=O)(=O)c1cccc2cccnc12 (configuration not stated),4,9,-5,11,2,·,-3,-2,-7
CCOC(=O)N1CCN(C(=O)C(C)(C)Oc2ccc(Cl)cc2)CC1,-2,5,-2,8,-1,-7,0,1,10
CCN(CC)CCSc1nnc(Nc2ccccc2)n1-c1ccccc1,5,-6,-4,-10,20,-9,1,-6,0
Cc1ccc(-n2nc(CN3CCOCC3)c(-c3ccccc3)c2N)c(C)c1,4,4,-5,5,1,-16,-1,2,-3
